Screens from PubChem BioAssay.
FXIIa inh = inhibitors of human coagulation factor XIIa | P00748 | purified human FXIIa, AMC substrate fluorescence, 2 h | inhibition, % at 10 µM | hit rate 0.2% among 33,000 | AID 701; in the data active = inhibition above about 30%;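 note: 0% = enzyme with vehicle only and 100% = no enzyme blank; many of its hits are not listed in these tables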
Target sequence (P00748 20-372 limits assumed): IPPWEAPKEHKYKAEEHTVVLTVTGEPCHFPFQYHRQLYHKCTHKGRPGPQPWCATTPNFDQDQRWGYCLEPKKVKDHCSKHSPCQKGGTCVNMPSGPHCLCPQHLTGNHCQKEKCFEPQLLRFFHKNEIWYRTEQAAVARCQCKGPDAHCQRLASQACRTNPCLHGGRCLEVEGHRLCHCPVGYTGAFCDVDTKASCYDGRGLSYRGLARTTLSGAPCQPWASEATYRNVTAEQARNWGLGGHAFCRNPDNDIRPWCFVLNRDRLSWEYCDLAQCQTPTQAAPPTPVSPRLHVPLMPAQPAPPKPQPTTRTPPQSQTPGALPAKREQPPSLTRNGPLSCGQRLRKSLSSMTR
Target sequence (P00748 373-615 limits assumed): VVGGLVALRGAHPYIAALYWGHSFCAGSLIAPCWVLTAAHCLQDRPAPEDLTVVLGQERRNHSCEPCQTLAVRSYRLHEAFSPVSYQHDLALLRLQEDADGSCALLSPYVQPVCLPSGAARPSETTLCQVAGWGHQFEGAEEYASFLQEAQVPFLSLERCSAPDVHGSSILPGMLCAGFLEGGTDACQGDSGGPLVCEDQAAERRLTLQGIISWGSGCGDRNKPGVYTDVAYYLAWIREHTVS
FXIa single inh = blocks human coagulation factor XIa activity; purified human FXIa, fluorogenic AMC substrate cleavage; inhibition, % at 10 µM; hit rate 0.3% among 33,000; AID 687;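 active = inhibition above 40% in the primary screen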;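 note: 0% = enzyme without compound and 100% = blank wells lacking enzyme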
Numbers without * were called inactive.

SMILES | FXIIa inh | FXIa single inh
Cn1nc(C(=O)N2CCc3ccccc3C2)c2ccccc2c1=O | 19 | 1
CCOC(=O)C1=C(CC)NC2=C(C(=O)CCC2)C1c1ccc(OC)c(OC)c1 (stereo not drawn) | 4 | 26
CCOC(=O)CSc1nc2c(sc(=S)n2-c2ccccc2OC)c(=O)n1Cc1ccco1 | 5 | 2
Cn1cc(S(=O)(=O)N2CCN(c3ccccc3F)CC2)c(=O)n(C)c1=O | 8 | 6
O=C(NCc1cccs1)C1CCCN1S(=O)(=O)c1ccccc1F (stereo not drawn) | 6 | 0
O=C(/C=C/c1ccco1)NC(=S)Nc1ccccn1 | 8 | -8
O=c1cc(Nc2ccc3c(c2)OCCO3)[nH]c(=O)n1-c1ccc(Br)cc1 | 4 | -2
CC(=O)c1ccc(NC(=O)Nc2cccc(Cl)c2)cc1 | -1 | 0
CCOC(=O)c1cc2c(c(CSc3nc4ccccc4c(=O)n3Cc3ccco3)c1)OCOC2 | 5 | -5
CC1=C(C(=O)OCc2ccccc2)C(c2ccc(N(C)C)cc2)NC(=O)N1 (stereo not drawn) | 2 | -7
N#Cc1cc2sc3nc4ccccc4n3c2cc1C#N | 7 | 0
COc1ccc(N=Cc2c(O)n(-c3cccc(C)n3)c(=O)c3ccccc23)cc1 | 10 | 6
O=C(NCc1ccccc1)C1CCCN(S(=O)(=O)c2cccs2)C1 (stereo not drawn) | 3 | 9
Cc1ccc(C)c(OCCCC(=O)Nc2nccs2)c1 | 13 | 5
COc1ccc(-n2c(SCC(=O)Nc3ccc4c(c3)OCO4)nc3c(c2=O)SCC3)cc1 | 6 | 5
Cc1nc(-c2ccccc2)nc2[nH]ccc(=O)c12 | 3 | 4
CCOC(=O)c1ccccc1NC(=O)c1ccc(F)cc1 | 1 | -4
CCn1c(SCC(=O)N2CCCC2)nc2c1c(=O)n(C)c(=O)n2C | 3 | -6
O=S(=O)(NCc1ccccc1)c1cccc2cccnc12 | 5 | -4
CC(C)N(Cc1nc(-c2ccc(Cl)cc2)no1)C(=O)C12CC3CC(CC(C3)C1)C2 | 4 | 5
CCCCC(=O)N/N=C/c1ccc(Sc2cccc3cccnc23)o1 | 5 | -2
CCN(CC)CCN1C(=O)c2ccccc2NC1c1ccc(C)cc1 (stereo not drawn) | 3 | -10
COc1cccc(/C=N/n2cnnc2)c1OCc1ccccc1 | 4 | -10
Cc1cccc(C)c1NC(=O)N1CCC(n2c(=O)[nH]c3ccccc32)CC1 | 6 | 7
O=C(Nc1ccccc1)N(C1=NCCCCS1)c1cccc2ccccc12 | 5 | -9
CCOC(=O)C(O)(CC(=O)Nc1ccc(Cl)cc1Cl)C(F)(F)F (stereo not drawn) | 3 | 4
O=C1CC(c2ccc(F)cc2)Cc2nc(NCc3ccco3)ncc21 (stereo not drawn) | 7 | -1
O=C(Cn1nnc2ccccc2c1=O)NCc1ccco1 | -3 | -1
C=CCSc1nnc(-c2ccncc2)n1-c1ccc(OCC)cc1 | 7 | 27
O=C1OCc2cc(NC(=O)C3CCCCC3)ccc21 | 11 | -1
O=C(Nc1ccccc1C(=O)N1CCN(Cc2ccccc2)CC1)c1ccccn1 | 16 | 4
O=C(Nc1ccncc1)c1ccc(F)cc1 | 5 | 1
CC(C)(C)n1nnnc1C(c1cccs1)N1CCN(C(=O)c2ccco2)CC1 (stereo not drawn) | -18 | 32
Cc1ccccc1Cn1nc(C)c(NC(=O)c2cc3n(n2)C(C(F)F)CC(C(F)F)N3)c1C (stereo not drawn) | 5 | -5
O=C(NCc1ccco1)c1ccccc1NS(=O)(=O)c1ccc(Cl)s1 | -3 | -1
O=C1C(=O)N(Cc2cccnc2)C(c2ccccn2)/C1=C(/O)c1ccc(F)cc1 (stereo not drawn) | 9 | -6
O=S(=O)(NCc1ccccc1)c1cccc(S(=O)(=O)N2CCOCC2)c1 | 12 | 2
CC(NC(=O)CCSc1nc(-c2ccc3c(c2)OCO3)cc(C(F)(F)F)n1)c1ccccc1 (stereo not drawn) | -31 | -5
CC(=O)c1c(N2CCOCC2)nc(=S)n(-c2ccc([N+](=O)[O-])cc2)c1C | -2 | -4
Cc1csc(NC(=O)c2c(-c3c(Cl)cccc3Cl)noc2C)n1 | 3 | 8

Next section, starting with the last four of the part before.
SMILES | FXIIa inh | FXIa single inh
O=S(=O)(NCc1ccccc1)c1cccc(S(=O)(=O)N2CCOCC2)c1 | 12 | 2
CC(NC(=O)CCSc1nc(-c2ccc3c(c2)OCO3)cc(C(F)(F)F)n1)c1ccccc1 (stereo not drawn) | -31 | -5
CC(=O)c1c(N2CCOCC2)nc(=S)n(-c2ccc([N+](=O)[O-])cc2)c1C | -2 | -4
Cc1csc(NC(=O)c2c(-c3c(Cl)cccc3Cl)noc2C)n1 | 3 | 8
CN1CCN(C(=O)c2ccccc2-c2nc(-c3ccccc3)no2)CC1 | 9 | 1
CCN1CCN(c2cc(C)c3cc(NC(=O)c4cccnc4Cl)ccc3n2)CC1 | 10 | -6
COCCCn1cnnc1SCC(=O)Nc1ccc(S(=O)(=O)N2CCCC2)cc1 | 3 | 3
COc1cc2c(cc1OC)C1=C(C#N)CC/C(=N\S(=O)(=O)c3cccc(Cl)c3)N1CC2 | 8 | 8
COc1ccc(N2C(=O)CC(N(Cc3ccc(S(N)(=O)=O)cc3)C(C)=O)C2=O)cc1 (stereo not drawn) | 6 | 2
CCCOc1cccc(C(=O)Nc2cccnc2)c1 | 3 | -2
Cc1nn(CC2CCCCC2)c(N)c1-c1ccccc1 | 7 | 1
COc1ccc2ccccc2c1CNCc1ccccn1 | -13 | 0
C=CCn1c(=N)n(CC(=O)O)c2ccccc21 | -2 | -1
O=C(CN(Cc1cccs1)C(=O)CNS(=O)(=O)c1ccc(Cl)cc1)NCc1ccco1 | 3 | 4
CCc1ccc2[nH]c(=O)c(CN(Cc3ccccc3)C(=O)Nc3ccccc3OC)cc2c1 | 15 | -3
Oc1ccc(C2Nc3cccc4cccc(c34)N2)c(O)c1 | 3 | -2
COc1ccc(C2NC(=O)c3sc(=S)n(-c4ccccc4)c3N2)cc1 (stereo not drawn) | 4 | -2
COc1ccc2[nH]c(=O)c(CN(Cc3cccs3)Cc3nnnn3Cc3ccccc3)cc2c1 | 6 | -9
CCOC(=O)N1CCN(C(=S)NC)CC1 | 2 | 3
CCc1[nH]nc2c1C(Cc1ccccc1)C(C#N)=C(N)O2 (stereo not drawn) | 5 | 7
Clc1ccc(Cn2cc(/C=N/n3cnnc3)c3ccccc32)c(Cl)c1 | 6 | 5
Cc1c(NC(=O)CSc2nnc(-c3ccco3)n2-c2ccccc2)c(=O)n(-c2ccccc2)n1C | 10 | -1
CC(=O)NC(C)C12CC3CC(CC(C(=O)O)(C3)C1)C2 (stereo not drawn) | 5 | -8
Cc1nn(Cc2ccccc2)c(C)c1NC(=O)CSc1nc(-c2ccccc2)nc2c1cnn2-c1ccccc1 | 4 | 1
O=C(CN1C(=O)NC2(CCCCCCC2)C1=O)N1CCN(C(=O)c2ccco2)CC1 | 9 | 3
Cc1ccc(C)c(N2CCN(c3cc(C)nc4nnnn34)CC2)c1 | 8 | -2
COc1ccc2nc(N3CCOCC3)cc(C)c2c1 | 1 | 7
O=C(Cn1cnc2ccccc2c1=O)NCC1COc2ccccc2O1 (stereo not drawn) | 8 | -12
C=CCn1c(N)cc(=O)nc1SCC(=O)Nc1ccc2ccccc2c1 | 4 | -1
COc1ccc(OC)c(N(CC(=O)N2CCc3ccccc3C2)S(C)(=O)=O)c1 | 0 | -9
O=C1NC(Cc2c[nH]c3ccccc23)C(=O)N1CCOc1ccc(F)cc1 (stereo not drawn) | 1 | -1
CCCSc1ccc2nc(NC(=O)OC)[nH]c2c1 | 1 | 6
CS(=O)(=O)c1ccc2nc(NC(=O)CN3CCN(Cc4ccccc4)CC3)sc2c1 | 7 | 0
CCSc1ncnc2c1sc1nc(-c3ccco3)c3c(c12)CC(C)(C)OC3 | 17 | 20
S=C(Nc1ccccc1)N1N=CCC1c1ccccc1 (stereo not drawn) | 7 | -5
CCC(C)NC(=O)c1ccccc1NC(=O)CN(c1ccc(OC)cc1)S(C)(=O)=O (stereo not drawn) | 7 | 10
CN(CC(=O)Nc1nc2ccc(F)cc2s1)S(=O)(=O)c1ccc(Cl)cc1 | -4 | -5
O=C(O)[C@H](CO)Nc1ncnc2sc3c(c12)CCC3 | 8 | -9
Cc1ccc(NC(=O)c2ccc(NS(=O)(=O)c3c(C)noc3C)cc2)cc1C | 3 | 2
O=C(NCc1ccc2c(c1)OCO2)C(=O)NC1CCCCC1 | 1 | -4
CCCCCCCC1(C)NC(=O)N(c2ccccc2)N1 (stereo not drawn) | 6 | 6
O=C1c2oc3ccc(Br)cc3c(=O)c2C(c2cccnc2)N1Cc1ccco1 (stereo not drawn) | -13 | 3
CC(C)C(=O)Nc1ccc(Cc2ccc(NC(=O)C(C)C)c(O)c2)cc1O | 1 | 12
O=C(NC(=S)N1CCCCC1)c1cccnc1 | 1 | 3
O=S(=O)(NCc1ccccc1)c1cccs1 | -3 | -1
COc1cc(N2CCCC2)c(OC)cc1/C=C(/C#N)c1cccc(F)c1 | 10 | 7
CC(C)CC(NC(=O)C1CCC(C)CC1)C(=O)Nc1ccc2c(c1)OCCO2 (stereo not drawn) | 8 | 5
O=C(Nc1ccccc1)c1c(F)c(F)c(F)c(F)c1F | 4 | 0
CC(C)(Oc1ccc(Cl)cc1)C(=O)Nc1ccncc1 | 4 | -13
O=P(OC1CCCCC1)(OC1CCCCC1)C(O)c1ccccc1 (stereo not drawn) | -11 | 26
Cc1cc(C(=O)Nn2cnnc2)cs1 | 7 | -1
C=CCn1c(SCc2ccc3c(c2)OCO3)nc2scc(-c3ccco3)c2c1=O | 7 | 4
CC(=O)C1=C(O)C(=O)N(Cc2cccnc2)C1c1ccc(C)cc1 (stereo not drawn) | 9 | 3
COc1cc(-n2nnnc2SCC(=O)N2CCN(c3ccc(F)cc3)CC2)c(OC)cc1Cl | 5 | -2
The results go on.
SMILES | FXIIa inh | FXIa single inh
COc1ccc(S(=O)(=O)CCC(=O)NCCc2cccc(C)c2)cc1 | -14 | 22
Cc1ccc(NC(=S)NCc2cccn2C)cc1 | -2 | 2
N#Cc1c(-c2ccc(Cl)cc2)ccn2nc(C3CCCCC3)nc12 | 5 | -7
Cc1c(Cl)cccc1NC(=O)CCCCCN1C(=O)CCC1=O | 3 | 6
CC1CCN(C(=O)CN(CCc2ccccc2)S(C)(=O)=O)CC1 | -5 | 9
CC(C)CC(=O)Nc1ccc(Oc2ccc(NC(=O)CC(C)C)cc2)cc1 | 5 | 6
COC(=O)C1=C(C)N(C)C(C)=C(C(=O)OC)C1c1ccc(Cl)cc1 | 1 | -4
COc1ccccc1N1CCN(C(=O)c2ccc(Br)s2)CC1 | 3 | -3
Cc1cccc(CN2CCN(CC(=O)NCCCN3CCN(c4ccc(F)cc4)CC3)C2=O)c1 | -13 | 32
Cc1cccc(C(=O)Oc2ccccc2-c2nnco2)c1 | 6 | 9
C(=N\n1cnnc1)/c1cccn1-c1ccccc1 | 6 | -6

Molecules listed so far that contain a Cl atom, in the order listed:
SMILES | FXIIa inh | FXIa single inh
CC(=O)c1ccc(NC(=O)Nc2cccc(Cl)c2)cc1 | -1 | 0
CC(C)N(Cc1nc(-c2ccc(Cl)cc2)no1)C(=O)C12CC3CC(CC(C3)C1)C2 | 4 | 5
CCOC(=O)C(O)(CC(=O)Nc1ccc(Cl)cc1Cl)C(F)(F)F (stereo not drawn) | 3 | 4
O=C(NCc1ccco1)c1ccccc1NS(=O)(=O)c1ccc(Cl)s1 | -3 | -1
Cc1csc(NC(=O)c2c(-c3c(Cl)cccc3Cl)noc2C)n1 | 3 | 8
CCN1CCN(c2cc(C)c3cc(NC(=O)c4cccnc4Cl)ccc3n2)CC1 | 10 | -6
COc1cc2c(cc1OC)C1=C(C#N)CC/C(=N\S(=O)(=O)c3cccc(Cl)c3)N1CC2 | 8 | 8
O=C(CN(Cc1cccs1)C(=O)CNS(=O)(=O)c1ccc(Cl)cc1)NCc1ccco1 | 3 | 4
Clc1ccc(Cn2cc(/C=N/n3cnnc3)c3ccccc32)c(Cl)c1 | 6 | 5
CN(CC(=O)Nc1nc2ccc(F)cc2s1)S(=O)(=O)c1ccc(Cl)cc1 | -4 | -5
CC(C)(Oc1ccc(Cl)cc1)C(=O)Nc1ccncc1 | 4 | -13
COc1cc(-n2nnnc2SCC(=O)N2CCN(c3ccc(F)cc3)CC2)c(OC)cc1Cl | 5 | -2
N#Cc1c(-c2ccc(Cl)cc2)ccn2nc(C3CCCCC3)nc12 | 5 | -7
Cc1c(Cl)cccc1NC(=O)CCCCCN1C(=O)CCC1=O | 3 | 6
COC(=O)C1=C(C)N(C)C(C)=C(C(=O)OC)C1c1ccc(Cl)cc1 | 1 | -4

Not all compounds are listed, so the mix of outcomes need not match the whole.
